Bioassay records deposited in PubChem BioAssay by The Scripps Research Institute Molecular Screening Center.
TAAR1 ag: human TAAR1 agonism | Q96RJ0 | CHO RD-HGA16 TAAR1, Fluo-8 calcium fluorescence; vehicle wells 0%, saturating PEA agonist 100% | activation, % at 3 µM | 360,000 compounds, 0.99% hits | AID 624467;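 active = activation above the mean activation of all test compounds in the run plus 3 SD, cut at about 38% in these data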
Target sequence (Q96RJ0 whole entry, looked up): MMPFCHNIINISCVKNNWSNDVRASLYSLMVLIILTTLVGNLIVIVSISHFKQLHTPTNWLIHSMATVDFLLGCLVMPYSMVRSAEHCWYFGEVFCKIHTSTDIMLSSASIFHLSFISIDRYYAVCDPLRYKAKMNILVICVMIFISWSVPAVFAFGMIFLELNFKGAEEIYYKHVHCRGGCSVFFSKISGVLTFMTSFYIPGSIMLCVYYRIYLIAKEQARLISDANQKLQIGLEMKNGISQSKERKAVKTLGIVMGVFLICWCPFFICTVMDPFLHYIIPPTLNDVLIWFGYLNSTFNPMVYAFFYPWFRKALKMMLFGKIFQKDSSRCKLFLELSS
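Assay system: CHO-derived RD-HGA16 cells with stable Gα16 and human TAAR1; timing: 17-24 h seeding, 75 min 37 °C dye, 30 min RT; read-out: % activation from peak over basal fluorescence ratio, DMSO-to-PEA scaled; measured by: kinetic Fluo-8 calcium fluorescence; benchmarks: low control DMSO, high control PEA (EC100); doses: 3 µM single concentration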
M5 antag: CHRM5 antagonism in calcium assay; P08912; CHO-hM5 cells, Fluo-8 calcium fluorescence, ACh EC80; inhibition, % at 3 µM; 360,000 compounds, 0.59% hits;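 active = inhibition above a per-plate cutoff, the mean of that plate's test compounds plus 3 SD, cut at about 27% in these data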;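 also: 0% = acetylcholine EC80 with DMSO and 100% = DMSO without agonist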
Target sequence (P08912 whole entry, looked up): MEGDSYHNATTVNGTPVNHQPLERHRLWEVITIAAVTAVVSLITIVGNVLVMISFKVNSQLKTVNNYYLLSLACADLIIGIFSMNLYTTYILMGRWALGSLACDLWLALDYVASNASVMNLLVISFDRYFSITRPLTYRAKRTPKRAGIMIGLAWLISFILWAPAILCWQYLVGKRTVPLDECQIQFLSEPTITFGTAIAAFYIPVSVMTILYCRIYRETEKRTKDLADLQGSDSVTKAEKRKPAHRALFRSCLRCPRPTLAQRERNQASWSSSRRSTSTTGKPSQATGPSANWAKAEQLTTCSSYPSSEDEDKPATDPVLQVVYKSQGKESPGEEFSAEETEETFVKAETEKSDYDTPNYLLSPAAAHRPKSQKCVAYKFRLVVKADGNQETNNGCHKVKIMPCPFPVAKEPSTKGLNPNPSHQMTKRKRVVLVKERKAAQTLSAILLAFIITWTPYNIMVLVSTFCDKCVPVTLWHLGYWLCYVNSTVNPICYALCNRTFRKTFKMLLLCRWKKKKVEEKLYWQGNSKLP
CHRM1 antagonist: blocks human M1 muscarinic receptor; CHO-K1 hM1, Fluo-8 calcium fluorescence, ACh EC80 antagonist; 360,000 compounds, 1.3% hits; inhibition, % at 3 µM; AID 588852;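 active = percent inhibition above its own plate's cutoff, namely the mean of that plate's compound wells plus 3 SD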;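 also: peak over basal fluorescence ratio during 140 s after agonist addition; 0% = ACh EC80 plus DMSO and 100% = DMSO alone without agonist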
CHRM5 agonist: CHRM5 agonism in calcium assay. CHO-K1 hM5 cells, Fluo-8 calcium fluorescence; 0% DMSO wells, 100% maximal acetylcholine response. 360,000 compounds, 0.19% hits. AID 624037. P08912. activation, % at 3 µM;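 active = activation above the run's mean over test compounds plus 3 SD, cut at about 23% in these data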;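 also: signal is peak over basal fluorescence ratio across the kinetic read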
CHRM4 antagonist: CHRM4 antagonism in calcium assay; CHO-hM4 cells, ACh EC80, Fluo-8 calcium fluorescence; inhibition, % at 3 µM; 360,000 compounds, 0.73% hits; AID 624125;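 active = inhibition above its plate's cutoff, the mean inhibition of sample wells plus 3 SD, cut at about 27% in these data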;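 also: 0% = acetylcholine EC80 with DMSO and 100% = DMSO without agonist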
M4 ag: agonists of human muscarinic M4 receptor (CHRM4); CHO-K1 hM4/Gqi5, Fluo-8 calcium fluorescence; vehicle 0%, full acetylcholine response 100%; 360,000 compounds, 0.14% hits; P08173; activation, % at 3 µM;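 active = activation above the run mean over all test wells plus 3 SD, cut at about 32% in these data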;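 also: peak over basal fluorescence ratio per well then scaled between controls; 0% = DMSO wells and 100% = acetylcholine at EC100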
M1 ag: activates human CHRM1 receptor; P11229; CHO-K1 hM1, Fluo-8 calcium fluorescence, agonist mode; 0% DMSO, 100% acetylcholine EC100; activation, % at 3 µM; 360,000 compounds, 0.33% hits; AID 588814;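 active = activation above the run's mean compound activation plus 3 SD, cut at about 16% in these data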;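 also: peak over basal fluorescence ratio within a 140 s kinetic read after compound addition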
M5 PAM: positive allosteric modulators of human muscarinic M5 receptor. CHO-K1 hM5, Fluo-8 calcium, ACh EC20 PAM; 0% = ACh EC20, 100% = ACh EC100. 360,000 compounds, 0.3% hits. activation, % at 3 µM;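 active = activation above the run cutoff, the mean activation of all test compounds plus 3 SD, cut at about 18% in these data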
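system = human M5 receptor in CHO-K1 cells | reagent = EC20 acetylcholine as agonist stimulus | compound dosing = single-point, 3 µM nominal | incubation = Fluo-8 loading 80 min at 37 °C plus 30 min room temperature | detection = Fluo-8 calcium dye fluorescence, kinetic read | benchmarks = low control EC20 acetylcholine (0%), high control EC100 acetylcholine (100%)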
CHRM1 PAM: positive allosteric modulators of human M1 muscarinic receptor. 360,000 compounds, 0.088% hits. activation, % at 3 µM. CHO-K1 hM1, Fluo-8 calcium fluorescence, ACh EC20; 0% = ACh EC20, 100% = maximal ACh; in the data active = activation above about 19%, passing the limit was not always enough
* hit, by the source's call; · = not tested or not shown. The list is partial (hit frequency here may not be typical).

SMILES | TAAR1 ag | M5 antag | CHRM1 antagonist | CHRM5 agonist | CHRM4 antagonist | M4 ag | M1 ag | M5 PAM | CHRM1 PAM
Cc1ccccc1N1CCN(CCCN2C(=O)C3CCCCN3C2=O)CC1 (stereo not drawn) | 1 | -9 | -16 | -3 | -20 | 2 | -8 | 3 | 6
CSc1ccc(/C=C/c2ccc3cccc(O)c3n2)cc1 | 13 | -9 | -2 | 0 | -4 | 1 | -6 | 9 | 4
CCOCCCNC(=O)CCn1nc(-c2ccc(Cl)cc2)ccc1=O | -1 | 8 | -1 | -2 | -7 | 5 | -4 | -4 | 2
CCCCNC(=O)N1CCOCCOCCN(C(=O)NCCCC)CCOCC1 | 2 | -4 | 10 | -5 | 7 | 0 | -3 | -2 | -7
CN(c1cccc(Cl)c1)S(=O)(=O)c1cccc(C(=O)NC2=NCCS2)c1 | 10 | 7 | -9 | -3 | 0 | 8 | -3 | -10 | -6
O=S(=O)(c1ccccc1)[C@@]1(c2ccccc2)C[C@@H]2ON=C(c3cccc(-c4ccccc4)c3)[C@@H]2C1 | 12 | 8 | -1 | 1 | -2 | 0 | -1 | -2 | 2
Cc1nn(CCO)c2nc(-c3cccs3)cc(C(F)(F)F)c12 | 1 | 15 | -4 | 2 | -1 | 1 | 1 | -6 | 8
CCOc1cc(/C=C(\C(=O)O)c2ccc(S(=O)(=O)N3CCCC3)s2)ccc1OC | 0 | 2 | -1 | 2 | -11 | 0 | 0 | 8 | 13
CC(C(=O)N1CCCCC1)N1C(=O)c2ccccc2C1=O (stereo not drawn) | 9 | -4 | -27 | -1 | -8 | 0 | -2 | 1 | 2
COCc1ccccc1C1=CC(=O)C[C@H](c2ccc(F)cc2)C1 | 19 | 11 | -12 | -2 | 3 | 1 | -5 | -2 | 6
O=c1cc(O)n(C2CCCCCC2)c(=O)[nH]1 | 4 | 11 | -8 | -4 | -11 | 1 | -3 | 0 | 8
Cc1c(S(=O)(=O)N2CCN(c3cccc(C(F)(F)F)c3)CC2)c(=O)n(C)c(=O)n1C | 1 | -1 | -11 | -1 | -7 | 1 | -3 | 3 | 8
O=C(COC(=O)CCc1nc2ccccc2c(=O)[nH]1)NC1CCS(=O)(=O)C1 (stereo not drawn) | 0 | -1 | 2 | 1 | 1 | 1 | -2 | -4 | -3
O=[N+]([O-])c1ccccc1S(=O)(=O)Nc1ccc(-c2ccc(N3CCOCC3)nn2)cc1 | -1 | 2 | -2 | 2 | -19 | 2 | -3 | 2 | 1
O=C(Oc1ccc(-c2ccccc2)cc1)c1ccco1 | 3 | 6 | -16 | -1 | -14 | 0 | -2 | -2 | 5
CN(C(=O)CCCN1C(=O)c2ccccc2C1=O)C1CCCCC1 | 11 | 5 | 18 | 5 | -5 | 2 | -5 | 3 | -8
CC(C(=O)Nc1cccc([N+](=O)[O-])c1)n1nnc2ccccc21 (stereo not drawn) | 9 | -4 | -7 | 3 | 10 | 2 | -3 | 7 | 10
CCC(C(=O)NC(C)(C)C)N(Cc1ccc(F)cc1)C(=O)c1snc(C(N)=O)c1N (stereo not drawn) | 8 | 11 | -11 | 0 | 8 | 1 | -4 | -1 | 15
Cc1occc1C(=O)N1CCN(c2ncccn2)CC1 | 11 | -2 | -4 | 1 | -2 | 1 | -1 | -2 | 6
C=CCC[C@H](Cc1ccc(F)cc1)C(=O)OC[C@@H](Cc1c[nH]c2ccccc12)NC(=O)[C@@H](CC=C)CC(=O)N(CCO)Cc1ccccc1 | 6 | 2 | -8 | 3 | 15 | 1 | -1 | -1 | 6
CC(OC(=O)c1ccco1)C(=O)NCc1ccc2c(c1)OCO2 (stereo not drawn) | 0 | 11 | 11 | -2 | -1 | 1 | -2 | -1 | -4
CC1(C)SC2c3ccccc3C(=O)N2[C@@H]1C(=O)NC1CC1 (stereo partly drawn) | 0 | 11 | -4 | -4 | -2 | 0 | -2 | -1 | 1
COC(=O)C(C(=O)OC)C1CCCCC1NS(=O)(=O)c1ccc(C)cc1 (stereo not drawn) | 6 | 8 | · | -1 | -9 | 1 | · | -4 | ·
COC(=O)C(CC(=O)c1ccc(C)cc1)n1cccn1 (stereo not drawn) | -1 | 2 | 4 | 2 | -5 | 1 | -1 | 2 | 0
Cc1cc(C)cc(NC(=S)NCC2CCN(C(C)c3ccccc3)C2)c1 (stereo not drawn) | 1 | 6 | -6 | -9 | 20 | 5 | -5 | -1 | 0
O=C(Cc1ccc(Br)cc1)N1CCCC1 | 1 | 1 | -12 | 2 | 7 | 0 | -4 | 6 | 11
O=C(c1cccs1)N1CCN=C1SCc1cccc(F)c1 | -3 | 4 | -9 | -6 | 22 | 1 | -2 | 0 | 5
O=C(O)C1=CC[C@@H](c2ccc(Cl)cc2)N(S(=O)(=O)c2ccc(Cl)cc2)[C@H]1c1ccc(Br)cc1 | 0 | 8 | -5 | -1 | -4 | 0 | -6 | -7 | 4
CCCCNC(=O)C1(C)CCCCCN1Cc1cc2ccccc2o1 (stereo not drawn) | 9 | 5 | 4 | 0 | 5 | -2 | -4 | -2 | -1
Cn1nc(C(C)(C)C)cc1NC(=O)C1(C)CCN1C(=O)C1(c2ccccc2)CCCC1 (stereo not drawn) | 2 | -6 | -15 | -2 | -7 | -1 | -8 | 0 | -3
COc1ccc(N2CCN(CCNC(=O)Nc3ccc(C)cc3Cl)CC2)cc1 | -2 | 7 | -3 | -5 | 7 | 1 | -2 | 3 | 5
O=C(C1CCN(Cc2ccc(F)cc2)CC1)N1CCN(C/C=C/c2ccccc2)CC1 | 10 | -3 | -2 | -4 | -7 | 5 | -12 | 2 | 6
COc1cc(C(=O)Nc2ccc(S(=O)(=O)N(C)c3ccccc3)cc2)cc(OC)c1OC | 4 | -1 | 9 | 1 | 6 | 8 | -3 | -2 | -1
O=C(O)/C=C/C(=O)Nc1ccc(OC(F)(F)F)cc1Br | 4 | -1 | -13 | 1 | 8 | 0 | -2 | 0 | 7
Cc1ccc(Cc2c(-c3cccc(Br)c3)nc3cc(C)c(Br)c(C)n23)cc1 | 0 | 1 | -12 | 0 | -7 | 2 | -4 | -1 | 6
CC(C)CNS(=O)(=O)c1cc(C(=O)OCC(=O)N2CCOCC2)c(Cl)cc1Cl | 1 | 7 | -5 | -1 | 0 | 2 | 1 | 0 | 6
Cc1cc2[nH]c3c4ccccc4nc(C)c3c2cc1C | 2 | 3 | -14 | 2 | 9 | 1 | -8 | 0 | 2
O=C(Nc1ccccc1N1CCCCC1)C1CCN(C(=O)c2ccc(Cl)cc2)CC1 | 0 | 8 | -11 | -10 | -9 | 1 | -8 | 1 | 3
C=CCn1c(C)cc(C(=O)Cn2nc(C(=O)O)c3ccccc3c2=O)c1C | 3 | 8 | 2 | 0 | 0 | 2 | 0 | -4 | 4
CC(NC(=O)c1ccncc1)c1ccccc1 (stereo not drawn) | 2 | -12 | -14 | 3 | -13 | 1 | -1 | 10 | 12

Results in M5 antag and M4 ag (2 entries from above):
SMILES,M5 antag,M4 ag
O=C(Cc1ccc(Br)cc1)N1CCCC1,1,0
O=C(c1cccs1)N1CCN=C1SCc1cccc(F)c1,4,1

Next compounds:
SMILES | TAAR1 ag | M5 antag | CHRM1 antagonist | CHRM5 agonist | CHRM4 antagonist | M4 ag | M1 ag | M5 PAM | CHRM1 PAM
c1ccc(-c2nc3c4ccccc4ccn3c2CN2CCOCC2)cc1 | 1 | 0 | -7 | -3 | -4 | 1 | -4 | 2 | 6
COc1ccc(OC)c(-n2c(SCC(=O)NCC3CCCO3)nc3ccccc3c2=O)c1 (stereo not drawn) | 19 | 9 | 17 | 1 | 15 | 1 | -4 | -7 | -8
CCOc1cc(N2CCOCC2)c(OCC)cc1NC(=O)c1cc(-c2ccco2)nc2ccccc12 | 15 | 22 | 27 | 4 | 29* | 17 | 3 | -13 | -12
Cc1cc(C(=O)Oc2cccnc2)ccc1[N+](=O)[O-] | 4 | -1 | 1 | 3 | 2 | 2 | -3 | -2 | 0
O=CN(c1ccccc1)c1ccc2ccccc2c1 | 3 | 13 | 9 | -8 | -2 | 10 | -7 | -8 | -3
CCOC(=O)COc1ccc(S(=O)(=O)N2CCc3ccccc3C2)cc1 | 4 | -4 | 5 | 1 | -9 | 6 | 7 | 3 | -2
COc1ccccc1CN1CC(C(=O)NCCC2=CCCCC2)CCC1=O (stereo not drawn) | 0 | 16 | -4 | -4 | 10 | 0 | -2 | -5 | 7
COc1cccc(CN2CC(C(=O)NCCCn3cccn3)CCC2=O)c1 (stereo not drawn) | 5 | -12 | -6 | -3 | -18 | 0 | 0 | 4 | 8
COc1ccc(OC)c(Nc2nc(N)c([N+](=O)[O-])c(NC3CCCCC3)n2)c1 | 1 | -5 | -16 | 0 | 6 | 0 | -4 | 6 | 9
Cc1sc2ncnc(Sc3ccccc3C(=O)Nc3ccc(Br)cc3)c2c1C | 2 | 5 | -8 | -3 | 2 | 0 | -7 | -2 | -6
O=C(NC(=S)N1CCN(C2CCCCC2)CC1)c1ccccc1 | -1 | 4 | -13 | -9 | 5 | 1 | -4 | 8 | 11

Looked up by compound from the entries so far, 4 records:
SMILES | TAAR1 ag | M5 antag | CHRM1 antagonist | CHRM5 agonist | CHRM4 antagonist | M4 ag | M1 ag | M5 PAM | CHRM1 PAM
COc1ccc(OC)c(Nc2nc(N)c([N+](=O)[O-])c(NC3CCCCC3)n2)c1 | 1 | -5 | -16 | 0 | 6 | 0 | -4 | 6 | 9
O=C(NC(=S)N1CCN(C2CCCCC2)CC1)c1ccccc1 | -1 | 4 | -13 | -9 | 5 | 1 | -4 | 8 | 11
c1ccc(-c2nc3c4ccccc4ccn3c2CN2CCOCC2)cc1 | 1 | 0 | -7 | -3 | -4 | 1 | -4 | 2 | 6
COc1cccc(CN2CC(C(=O)NCCCn3cccn3)CCC2=O)c1 (stereo not drawn) | 5 | -12 | -6 | -3 | -18 | 0 | 0 | 4 | 8
